PMI act: phosphomannose isomerase (human) activation; P34949; purified human PMI, coupled resazurin fluorescence, 20 min; stronger effect = higher value; 1 = vehicle control, 0 substrate-free wells; activation factor at 20 µM; 0.005% of 190,000 active; AID 1214;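 active means activation factor of 2 or more at 20 µM, relative to plate controls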
Target sequence (P34949 whole entry, looked up): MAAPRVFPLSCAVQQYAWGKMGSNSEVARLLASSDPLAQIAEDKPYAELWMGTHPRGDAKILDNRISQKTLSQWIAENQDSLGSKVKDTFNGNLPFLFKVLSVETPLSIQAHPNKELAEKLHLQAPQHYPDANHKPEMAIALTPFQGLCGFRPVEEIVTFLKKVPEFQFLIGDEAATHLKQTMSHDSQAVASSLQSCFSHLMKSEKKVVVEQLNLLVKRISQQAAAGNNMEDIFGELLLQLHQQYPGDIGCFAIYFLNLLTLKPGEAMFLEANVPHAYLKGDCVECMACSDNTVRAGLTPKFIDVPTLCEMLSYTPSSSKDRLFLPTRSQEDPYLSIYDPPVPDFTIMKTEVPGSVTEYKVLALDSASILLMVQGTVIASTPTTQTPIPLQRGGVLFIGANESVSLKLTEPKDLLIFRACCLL
TNAP act hiacc: TNAP (human) activation, high acceptor; P05186; purified TNAP, CDP-star luminescence, 1 M DEA, 30 min; stronger effect = higher value; 0 = EDTA background, 1 = DMSO-only activity; activation factor at 20 µM; 200,000 tested, under 10 active;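 active means activation factor at least 2 at 20 µM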
Target sequence (P05186 whole entry, looked up): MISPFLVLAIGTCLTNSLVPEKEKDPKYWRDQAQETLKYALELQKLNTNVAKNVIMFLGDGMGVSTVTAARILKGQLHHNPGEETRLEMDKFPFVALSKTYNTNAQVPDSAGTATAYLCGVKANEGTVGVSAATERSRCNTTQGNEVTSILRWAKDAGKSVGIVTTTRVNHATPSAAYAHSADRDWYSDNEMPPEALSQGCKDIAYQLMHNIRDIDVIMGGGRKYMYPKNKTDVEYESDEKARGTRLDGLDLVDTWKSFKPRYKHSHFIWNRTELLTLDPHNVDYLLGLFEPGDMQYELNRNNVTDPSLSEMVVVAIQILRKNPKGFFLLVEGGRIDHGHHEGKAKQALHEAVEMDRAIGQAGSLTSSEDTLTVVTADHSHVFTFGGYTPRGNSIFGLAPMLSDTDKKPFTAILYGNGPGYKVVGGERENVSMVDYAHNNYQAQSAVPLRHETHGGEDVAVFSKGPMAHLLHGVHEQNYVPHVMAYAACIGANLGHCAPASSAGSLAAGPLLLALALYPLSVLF
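system = human TNAP | amount = enzyme diluted 1/800 final | reagent = 100 µM CDP-star substrate | signal = luminescent substrate turnover signal | dosing = one dose, 20 µM | benchmarks = EDTA negative control, DMSO positive control | measure = activation factor | timing = 30 min reaction, room temperature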
NF-kB neuron act: compounds increasing NF-kB expression in human neuronal cells; AID 1239; NF-kB reporter expression; stronger effect = higher value; fold change at 12.5 µM; 1.6% of 190,000 active; in the data active means fold change above about 3.3
TNAP inh noacc: blocks human TNAP activity with no phosphate acceptor present | P05186 | purified TNAP, CDP-star luminescence, 30 min | inhibition, % at 20 µM | 0.26% of 200,000 active;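 active means tissue-nonspecific alkaline phosphatase inhibition above about 50% at 20 µM in the single-dose screen, limit read from the data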;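 further: 0% = DMSO negative control and 100% = EDTA positive control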
TNAP inh hi DEA: TNAP (human) inhibition, high acceptor. P05186. purified TNAP, CDP-star luminescence, 1 M DEA. inhibition, % at 20 µM. 0.03% of 200,000 active;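 active means over 50% inhibition of tissue-nonspecific alkaline phosphatase at 20 µM in the single-dose screen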;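 further: plate controls were DMSO wells for no effect and EDTA-quenched wells as full inhibition for full effect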
FLuc inhib CS: inhibits firefly luciferase, flagging false hits in luciferase inhibition screens; P08659; ATPLite firefly luciferase biochemical luminescence, 10 min; inhibition, % at 10 µM; 1.5% of 200,000 active; AID 1006;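 active means inhibition above about 50% when tested at 10 µM, limit read from the data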
FLuc stim CS: firefly luciferase counter-screen for stimulation assays. P08659. ATPlite luciferase biochemical, luminescence, 10 min; 0 = ATP-free wells, 1 = DMSO control. activation factor at 10 µM. 200,000 tested, under 10 active;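 active means luciferase activation factor, scaled between plate controls, of at least 2 with compound at 10 µM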
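System: cell-free luciferase reagent; medium: PBS as buffer for the ATP substrate; doses: test compounds dosed from 2 mM stocks in 100% DMSO; incubation: 10 min, room temperature; measured by: luminescence from luciferase reaction; read-out: luciferase activation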
PMI act hi M6P: PMI (human) activation, high substrate; P34949; coupled PMI enzyme assay, resazurin fluorescence, 20 min; stronger effect = higher value; 1 = untreated enzyme, 0 = substrate-free blank; activation factor at 20 µM; 0.34% of 190,000 active;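 active means activation factor of 2 or more at 20 µM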
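Material: human phosphomannose isomerase with PGI, G6PDH, diaphorase coupling enzymes; amount: PMI at 15 ng/mL final; also added: Mannose-6-phosphate 1.0 mM (near-saturating) plus 0.22 mM NADP+; incubation: enzyme reaction with compound 20 min at room temperature; signal: resorufin fluorescence (Ex 544/Em 590 nm) from resazurin via diaphorase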
APP 5'UTR act: APP 5'UTR luciferase reporter activation. SH-SY5Y APP 5'UTR luciferase reporter, luminescence; zero percent = DMSO vehicle wells. activation, % at 2 µM. 1% of 190,000 active. AID 1276;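 active means activation above a set limit, based on mean plus 3 SD of controls, cut at about 140% in these data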; further: values of inactives mirror those of a sister screen read the other way
bIAP activator: increases bovine intestinal alkaline phosphatase activity; purified bovine IAP, CDP-star luminescence, 30 min; stronger effect = higher value; fold of DMSO-control signal, blank-subtracted; 0.17% of 200,000 active; AID 1016; activation factor at 20 µM;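 active means activation factor of 2 or more at 20 µM, a signal rise over negative controls twice the positive control's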
* = called active by the depositor; / = not tested or not shown.

SMILES	PMI act	TNAP act hiacc	NF-kB neuron act	TNAP inh noacc	TNAP inh hi DEA	FLuc inhib CS	FLuc stim CS	PMI act hi M6P	APP 5'UTR act	bIAP activator
N#C/C(=C(/O)COC(=O)Cc1c[nH]c2ccccc12)c1nc2ccccc2[nH]1	1	1	1.2	-14	-3	5	1	0.7	10	1.1
O=C(c1ccc(O)cc1)c1ccc(C(=O)c2ccc(O)cc2)cc1	1	1	1.1	-6	-1	-6	1.1	1	-1	1
CC(NC(=O)c1cccnc1)C(c1cccs1)N1CCN(C)CC1 (configuration not stated)	1	1	1.1	-4	-3	-4	1	0.9	11	1.1
O=C(Nc1nnc(-c2ccccc2SCc2ccccc2)s1)Nc1ccccc1F	1	1	1	-5	-3	-5	1.1	1	12	0.8
Cc1nc2ccc(S(=O)(=O)NCC(=O)N3CCC(C)CC3)cc2s1	1	1	1.1	-8	1	-4	1	1	-6	0.9
Cc1cc(Br)cc2c1NC(=O)C2(c1c(C)n(C)n(-c2ccccc2)c1=O)c1c(C)n(C)n(-c2ccccc2)c1=O	1.1	1	1	-7	2	-5	1.1	1	-20	0.8
O=C(NC(=O)c1ccccc1)OCC1CCCN2CCCCC12 (configuration not stated)	1.1	1.1	1.2	-18	-8	-7	1.1	1.1	9	0.9
O=C(Oc1cccc(NC(=O)c2cccs2)c1)c1cccc(S(=O)(=O)N2CCCC2)c1	0.8	1	1.3	-3	-1	-3	1	0.9	-18	1
CC(=O)N1N=C(c2ccc(Br)cc2)OC1(C)CC(=O)Nc1ccccc1 (configuration not stated)	0.8	1	1	-9	0	-3	1	0.9	19	0.9
CC(C)c1ccc(/C=N/Nc2cc(N3CCOCC3)nc(N3CCOCC3)n2)cc1	0.2	1	0.68	-11	-2	-1	1	0.3	4	1
COC(=O)c1[nH]c2ccc(C)cc2c1NC(=O)c1ccccc1[N+](=O)[O-]	1	1.1	1.1	-8	-5	-6	1.1	1	-5	0.9
CC(=O)NC1C(=O)N=C(SCc2ccccc2)NC1=O (configuration not stated)	0.9	1	1	-11	-3	-6	1.1	1	-5	0.9
O=C(CNC(=O)c1ccccc1)NC1(C(=O)NC2CCCCC2)CCCCC1	1.1	1	1	-9	1	-4	1	1	11	1
Cc1cc(C)n(-c2nncc(-c3ccccc3)n2)n1	1	1.1	1.2	-8	-6	3	1	1	12	1.1
CC(C)c1nc(N2CCOCC2)c(C#N)c2c1CCCC2	0.9	1	1.4	-5	0	-1	1	0.9	-6	0.9

Part of the list above in order of length of the SMILES, rising:
SMILES	PMI act	TNAP act hiacc	NF-kB neuron act	TNAP inh noacc	TNAP inh hi DEA	FLuc inhib CS	FLuc stim CS	PMI act hi M6P	APP 5'UTR act	bIAP activator
CC(=O)NC1C(=O)N=C(SCc2ccccc2)NC1=O (configuration not stated)	0.9	1	1	-11	-3	-6	1.1	1	-5	0.9
O=C(NC(=O)c1ccccc1)OCC1CCCN2CCCCC12 (configuration not stated)	1.1	1.1	1.2	-18	-8	-7	1.1	1.1	9	0.9
CC(NC(=O)c1cccnc1)C(c1cccs1)N1CCN(C)CC1 (configuration not stated)	1	1	1.1	-4	-3	-4	1	0.9	11	1.1
O=C(c1ccc(O)cc1)c1ccc(C(=O)c2ccc(O)cc2)cc1	1	1	1.1	-6	-1	-6	1.1	1	-1	1
Cc1nc2ccc(S(=O)(=O)NCC(=O)N3CCC(C)CC3)cc2s1	1	1	1.1	-8	1	-4	1	1	-6	0.9
O=C(CNC(=O)c1ccccc1)NC1(C(=O)NC2CCCCC2)CCCCC1	1.1	1	1	-9	1	-4	1	1	11	1
CC(=O)N1N=C(c2ccc(Br)cc2)OC1(C)CC(=O)Nc1ccccc1 (configuration not stated)	0.8	1	1	-9	0	-3	1	0.9	19	0.9
CC(C)c1ccc(/C=N/Nc2cc(N3CCOCC3)nc(N3CCOCC3)n2)cc1	0.2	1	0.68	-11	-2	-1	1	0.3	4	1
O=C(Oc1cccc(NC(=O)c2cccs2)c1)c1cccc(S(=O)(=O)N2CCCC2)c1	0.8	1	1.3	-3	-1	-3	1	0.9	-18	1
Cc1cc(Br)cc2c1NC(=O)C2(c1c(C)n(C)n(-c2ccccc2)c1=O)c1c(C)n(C)n(-c2ccccc2)c1=O	1.1	1	1	-7	2	-5	1.1	1	-20	0.8

(continued)
SMILES	PMI act	TNAP act hiacc	NF-kB neuron act	TNAP inh noacc	TNAP inh hi DEA	FLuc inhib CS	FLuc stim CS	PMI act hi M6P	APP 5'UTR act	bIAP activator
CCc1c(O)nc(SCC(=O)Nc2ccc(OC)cc2)n(C2CCCCC2)c1=O	0.8	1.1	1	-19	-8	-9	1.1	0.8	12	1
Cc1ccc(CSc2nnc(Cn3c(=O)sc4ccccc43)n2C)cc1	1.1	1	1.2	-8	-1	-8	1.1	1.1	15	0.9
COc1ccc(S(N)(=O)=O)cc1C(=O)N1CCCC1	1	1	1	-2	1	-4	1	1	-4	1.1
COc1ccc(/C=N/N2C(=O)C3C4C=CC(CC4)C3C2=O)c(OC)c1 (configuration not stated)	0.9	1	1.2	-2	-1	4	1	1	15	0.9
COc1ccc(S(=O)(=O)N2CCCC2C(=O)Nn2cnnc2)cc1 (configuration not stated)	1	1	1.1	-6	-1	2	1	1.1	-6	1
COc1cccc(Nc2c(F)c(F)c(F)c(F)c2C(=O)O)c1	1	1.1	1.3	-7	-5	-1	1	1.1	14	1.1
COc1ccc2oc(-c3ccco3)cc(=O)c2c1	1.2	1	1.3	-3	0	59*	0.4	1.2	83	1
COc1ccc(CNCCCO)cc1OC	1	1	1.2	-10	0	-4	1	1	7	0.8
COc1ccc(CNC(=O)Cn2ncn3cccc3c2=O)cc1	1.1	1	2	-8	0	39	0.6	1.1	18	1
CO/N=C/c1ccc(OC)c(Oc2nc(OC)cc(OC)n2)c1	1	1	1.1	-8	-1	-5	1	1.1	-66	1
CC1CN(CC(=O)Nc2cccc(C(=O)Nc3cccc(C(F)(F)F)c3)c2)CC(C)O1 (configuration not stated)	0.9	1.1	1	-11	-8	-2	1	0.9	1	1
c1ccc(-n2ncc3c(N4CCN(c5ccccn5)CC4)nc(N4CCCCCC4)nc32)cc1	1.1	1	1.1	-10	4	4	1	1.1	-11	1
Cc1ccc(S(=O)(=O)/C(C#N)=C/c2c(N3CCN(C)CC3)nc3ccccn3c2=O)cc1	1.1	1.1	1	1	-9	-10	1.1	1.1	7	0.8
O=C(Nc1ccc2c(c1)OCCO2)C1CCN(C(=O)c2ccc([N+](=O)[O-])cc2)CC1	1	1	1.4	-4	-4	-2	1	0.9	-3	1.2
Cc1ccc(N(C(=O)CCC(=O)Nc2cc(C)on2)C(C(=O)NC2CCCC2)c2ccncc2)cc1 (configuration not stated)	1	1	1.4	-10	-2	-6	1.1	0.9	-7	1.1
C=CCOc1ccccc1CN1CCC(CO)(CCOc2ccccc2)CC1	0.9	1	0.84	-3	-3	-7	1.1	0.9	-12	1
O=S(=O)(c1ccc(Cl)c(Cl)c1)N1CCc2nc3ccccc3n2CC1	0.9	1	1.1	-3	-1	-9	1.1	0.9	-10	0.9
CC(C)CC(=O)Nc1cc([N+](=O)[O-])ccc1Cl	1	1	1.3	-10	-2	-4	1	1	3	0.9
CCc1nnc(NC(=O)CCC(=O)NC2CCCc3ccccc32)s1 (configuration not stated)	1.1	1	1.2	-10	-4	-8	1.1	1.1	7	0.9
CCN(CCCNC(=O)CCn1c(=O)[nH]c2ccccc2c1=O)c1cccc(C)c1	1	1	1.2	17	2	-8	1.1	0.8	6	1
O=C(O)CC1S/C(=N/N=C/C2CC=CCC2)NC1=O (configuration not stated)	0.9	1.1	1.3	-8	-8	-9	1.1	1	15	0.8
O=C(NCc1ccc(F)cc1)c1cccc(S(=O)(=O)N2CCCC2)c1	0.9	1.1	1	-4	-7	-2	1	0.9	-4	0.9
CC(=O)Nc1cccc2c1C(=O)N(c1cccc(OC(C)=O)c1)C2=O	1	1	0.89	-10	-2	-6	1.1	0.9	0	0.9
CCCc1ccc(C2C3=C(CC(C)(C)CC3=O)NC3=C2C(=O)c2ccccc23)cc1 (configuration not stated)	0.9	0.9	0.43	12	7	-11	1.1	0.9	1	0.8
COc1ccc(CC(=O)Nc2ccc(N3CCCCC3)cc2)cc1	1.1	1.1	1.2	-6	-8	2	1	0.9	4	1.1
O=C(NC1CCCCC1)c1ccc(Cn2cc(Br)cn2)o1	1	1	1	-10	-2	-5	1.1	1	-3	0.9
CCNC(=S)NCc1ccco1	1	1	1.2	-4	-2	-6	1.1	1	3	0.8
O=c1ccc(-c2nc3ccccc3n2Cc2ccccc2Cl)c[nH]1	0.8	1.1	1.1	-6	-8	-4	1	0.8	-2	1
c1csc(-c2nn[nH]n2)c1	0.9	1	1	-10	-1	-5	1	1	11	0.9
O=C(Cc1cccs1)N1CCN(S(=O)(=O)c2ccc(Br)cc2)CC1	1	1	1.2	-9	-2	-4	1	1	5	1.2
COc1ccccc1N1CCN(C(=O)C2C3C=CC4(CN(Cc5ccccc5Cl)C(=O)C24)O3)CC1 (configuration not stated)	1	1	1.1	-6	0	-3	1	1	13	1
O=[N+]([O-])c1ccc(Cl)c(S(=O)(=O)/N=C(/c2ccccc2)N2CCOCC2)c1	1.1	1	/	10	2	-8	1.1	1	10	1.1
COc1ccc(Cc2nnc(NS(=O)(=O)Cc3ccccc3)s2)cc1	1	1.1	0.98	-14	-6	-8	1.1	1.1	1	0.9
COc1ccccc1OCCC(=O)OCC(=O)Nc1cc(S(=O)(=O)N2CCOCC2)ccc1Cl	1	1	1.1	-14	-3	-5	1.1	1	3	1
CCn1c(=S)sc2c(=O)n(-c3ccccc3)c(SCC(=O)NCc3ccco3)nc21	0.9	1	0.78	-6	-2	-3	1	0.8	3	1
Cc1nn(Cc2c(Cl)cccc2Cl)c(C)c1C(=O)NCc1ccc(C)n1C	1	1	1.2	-10	-2	-7	1.1	1	9	0.9
O=C(COc1ccc(Br)cc1Br)NC(=S)N1CCCc2ccccc21	1.4	1	0.42	-3	-4	-2	1	1.7	21	1
COc1ccc(NC(=O)CNS(=O)(=O)c2ccc(Cl)cc2)cc1	0.9	1	1	2	1	-4	1	0.7	17	1.1
CCCC(=O)c1cc2cc(Cl)ccc2oc1=O	1	1.1	2.4	-6	-6	-10	1.1	1.1	-3	0.9
Cc1ccc(S(=O)(=O)Nc2ccc3ncccc3c2)cc1	0.9	1	0.94	-3	0	0	1	0.9	4	0.9
O=C(Nc1ccc(F)c(F)c1)c1cccnc1	1.1	1.1	1.2	-7	-10	-9	1.1	1	9	0.9
COc1cccc(C(=O)C2CN(c3ccccc3)CC2c2ccc(Cl)cc2)c1 (configuration not stated)	1	1	0.96	-2	3	9	0.9	1.1	-8	0.9
